Bioassay records: PubChem BioAssay, several laboratories
RPL19A TOR yeast – modulators of TOR pathway RPL19A-GFP in S. cerevisiae. S. cerevisiae RPL19A-GFP strain, flow cytometry, 3 h; active compounds read low. percent response vs DMSO, % at 10 µM. 330,000 tested, 0.3% active. AID 2025;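 active = percent response vs DMSO below 50%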;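 also: median channel GFP fluorescence of the barcoded RPL19A-GFP strain; ratio of sample median GFP to plate DMSO average so 100% = DMSO; lower means less RPL19A-GFP as with rapamycin TOR inhibition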
proCasp7 act – counter-screen: procaspase-7 (human) activation; P55210; recombinant procaspase-7, Ac-DEVD-pNA absorbance 405 nm; D23A/D198A/D206A triple mutant, cannot self-cleave; scale: DMSO 0, 5 µM enzyme 100; activation, % at 8.5 µM; 330,000 tested, 0.093% active; AID 463210;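 active = percent activation above the screen-wide mean plus 3 SD, cut at about 25% in these data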
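Assay system: Uncleavable procaspase-7 mutant enzyme | Input: 2 µM procaspase-7 mutant as dispensed | Timing: 1 h compound preincubation, 2 h substrate cleavage, 25 °C | Repeats: One well per compound | Control set: DMSO wells as 0%, DMSO with 5 µM added PC-7 as 100% | Technique: Epi-absorbance of released pNA at 405 nm, two timepoints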
AGP1-GFP MLPCN – modulators of TOR pathway AGP1-GFP in S. cerevisiae; S. cerevisiae AGP1-GFP multiplex flow cytometry, 3 h; GFP as percent of DMSO wells; GFP response vs DMSO, % at 10 µM; 320,000 tested, 0.02% active;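 active = GFP response relative to DMSO above a set limit, near screen average plus 3 SD, cut at about 150% in these data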;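 also: median GFP channel fluorescence of the gated AGP1 strain per well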
MEP2 TOR yeast – modulators of TOR pathway MEP2-GFP in S. cerevisiae. GFP response vs DMSO, % at 10 µM. S. cerevisiae MEP2-GFP strain, flow cytometry GFP, 3 h; 100% = DMSO control level. AID 2016. 330,000 tested, 0.51% active;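 active = GFP response versus DMSO above a set limit, roughly screen mean plus 3 SD, cut at about 180% in these data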;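 also: median GFP fluorescence of the barcode-gated MEP2-GFP cells per well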
AHR activator – activates the human aryl hydrocarbon receptor; 320,000 tested, 2.5% active; activation, % at 5 µM; P35869; AHR-responsive luciferase reporter cells, luminescence; AID 2796; in the data active = activation above about 47%;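 also: 0% = vehicle wells and 100% = reference agonist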
Target sequence (P35869 whole entry, looked up): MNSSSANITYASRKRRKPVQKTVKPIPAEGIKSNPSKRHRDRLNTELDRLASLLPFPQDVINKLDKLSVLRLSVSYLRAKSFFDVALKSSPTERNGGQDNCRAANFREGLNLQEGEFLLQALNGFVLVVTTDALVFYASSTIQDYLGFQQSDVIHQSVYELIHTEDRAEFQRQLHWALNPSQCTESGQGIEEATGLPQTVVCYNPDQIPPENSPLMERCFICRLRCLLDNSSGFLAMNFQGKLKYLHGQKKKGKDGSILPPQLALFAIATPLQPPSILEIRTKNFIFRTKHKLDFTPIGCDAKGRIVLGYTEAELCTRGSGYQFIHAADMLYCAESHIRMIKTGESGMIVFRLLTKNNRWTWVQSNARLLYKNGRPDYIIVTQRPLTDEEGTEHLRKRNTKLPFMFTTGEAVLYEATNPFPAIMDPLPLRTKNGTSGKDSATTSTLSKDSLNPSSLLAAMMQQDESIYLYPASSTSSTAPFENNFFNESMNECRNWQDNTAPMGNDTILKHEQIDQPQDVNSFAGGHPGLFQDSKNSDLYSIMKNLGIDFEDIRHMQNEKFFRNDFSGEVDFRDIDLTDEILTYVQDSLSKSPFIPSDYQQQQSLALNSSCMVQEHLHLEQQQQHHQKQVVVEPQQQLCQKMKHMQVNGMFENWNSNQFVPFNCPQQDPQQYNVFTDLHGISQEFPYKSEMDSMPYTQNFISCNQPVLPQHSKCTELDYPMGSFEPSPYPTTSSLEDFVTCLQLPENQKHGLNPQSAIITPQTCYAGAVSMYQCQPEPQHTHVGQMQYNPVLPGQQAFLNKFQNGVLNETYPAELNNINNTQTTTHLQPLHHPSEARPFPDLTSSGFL
LAP4-GFP MLPCN – yeast TOR pathway LAP4-GFP modulation. GFP response vs DMSO, % at 10 µM. 320,000 tested, 0.34% active. S. cerevisiae LAP4-GFP multiplex, flow cytometry GFP, 3 h; median GFP as percent of DMSO wells;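 active = GFP response vs DMSO above a set limit, about the screen mean plus 3 SD, cut at about 150% in these data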
proCasp3 act – activators of human procaspase-3. activation, % at 8.5 µM. P42574. 330,000 tested, 0.11% active. recombinant procaspase-3 D3A, Ac-DEVD-pNA absorbance 405 nm. AID 463141;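 active = activation above the mean of all tested compounds plus 3 SD, cut at about 21% in these data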;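 also: 0% = DMSO alone and 100% = DMSO wells spiked with extra 5 µM PC-3 D3A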
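Assay system – Procaspase-3 D3A mutant, all three cleavage aspartates alanine · Controls – DMSO-only low control, 5 µM PC-3 D3A high control · Schedule – 1 h compound preincubation, 2 h substrate hydrolysis at 25 °C · Signal – 405 nm absorbance of p-nitroaniline, reads at 0 and 120 min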
CIT2-GFP yeast – yeast TOR pathway CIT2-GFP modulation | GFP response vs DMSO, % at 10 µM | 320,000 tested, 0.065% active | AID 2029 | S. cerevisiae CIT2-GFP strain, flow cytometry, 3 h; 100 means same as DMSO wells;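 active = GFP response relative to DMSO above a set limit, near the screen mean plus 3 SD, cut at about 150% in these data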;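 also: ratio of well median GFP fluorescence to mean of DMSO wells on the plate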
* hit, by the source's call; . = no result given. Outcome played no part in choosing rows; about 3.5% have a hit in one of these screens.

#	molecule	AHR activator	RPL19A TOR yeast	AGP1-GFP MLPCN	MEP2 TOR yeast	proCasp7 act	proCasp3 act	LAP4-GFP MLPCN	CIT2-GFP yeast
1	COc1ccc(C(O)(CC(C)C)C(CN2CCOCC2)c2ccccc2)cc1 (configuration not stated)	0	105	91	104	4	-2	95	100
2	COc1ccc2oc(=O)c(C(=O)N3CCN(c4ccccc4)CC3)cc2c1	0	99	100	96	1	2	100	100
3	O=C(NNC(=O)c1nn(-c2ccc(F)cc2)ccc1=O)Nc1cccc(Cl)c1	-1	94	99	88	7	-10	103	101
4	COc1cc(CC(=O)OC2CCOC2=O)cc(OC)c1OC (configuration not stated)	3	95	99	94	8	3	107	101
5	N#C/C(=C\c1ccccc1[N+](=O)[O-])c1nc(C2CC2)cs1	106*	103	91	108	-6	-8	95	96
6	COc1ccc(NC(=S)N2CCN(S(C)(=O)=O)CC2)cc1	-1	103	103	100	-9	0	96	106
7	O=C(OCC(=O)N1CCc2ccccc21)c1n[nH]c(=O)c2ccccc12	3	99	105	97	8	6	98	97
8	COc1ccccc1CNC(=O)COC(=O)c1ccc(Cl)nc1	-1	102	99	113	4	6	93	112
9	Nc1cc(C(=O)OCC(=O)NNC(=O)c2cccs2)ccc1Cl	0	95	97	98	-1	9	104	86
10	CCc1ccc(N2CC(C(=O)N/N=C/c3ccccc3)CC2=O)cc1 (configuration not stated)	-1	103	105	109	-1	7	104	98
11	COc1ccc(CCNS(=O)(=O)c2cccs2)cc1	4	97	100	99	-1	4	106	90
12	O=C(CN1C(=O)CCS(=O)(=O)c2ccccc21)Nc1cccc(Cl)c1	3	94	92	102	8	-4	90	103
13	Cc1cc(S(=O)(=O)Nc2ccccc2C)ccc1F	0	102	98	94	3	9	96	87
14	O=C(N/N=C/c1ccc(Cl)cc1)C1CC12CCC2 (configuration not stated)	12	94	97	88	5	1	103	89
15	Cc1ccccc1NC(=O)c1sc(Cl)nc1C	-5	109	109	144	4	9	99	114
16	O=C(CCn1c(=O)oc2ccccc21)Nc1ccc(N2CCOCC2)cc1	5	104	102	100	7	-7	92	94
17	O=c1cnnc(Nc2ccc(Nc3ccccc3)cc2)[nH]1	1	86	82	95	1	1	88	.
18	O=C(O)c1cc(NS(=O)(=O)c2ccc(NC3CCCCC3)c([N+](=O)[O-])c2)cc(C(=O)O)c1	9	104	105	101	0	5	94	99
19	Nc1cc(=O)[nH]c(SCC(=O)Nc2ccccc2Sc2ccc(Cl)cc2)n1	0	101	105	107	6	7	101	109
20	COc1cc(C(=O)Nc2ccc3c(c2)C(=O)c2ccccc2C3=O)cc(OC)c1OC	0	95	92	98	3	-4	97	100

Entries listed so far printed as active in AHR activator:
no.	molecule	AHR activator	RPL19A TOR yeast	AGP1-GFP MLPCN	MEP2 TOR yeast	proCasp3 act	LAP4-GFP MLPCN	CIT2-GFP yeast
5	N#C/C(=C\c1ccccc1[N+](=O)[O-])c1nc(C2CC2)cs1	106*	103	91	108	-8	95	96

2 entries drawn at random from those above:
#	molecule	AHR activator	RPL19A TOR yeast	AGP1-GFP MLPCN	MEP2 TOR yeast	proCasp7 act	proCasp3 act	LAP4-GFP MLPCN	CIT2-GFP yeast
2	COc1ccc2oc(=O)c(C(=O)N3CCN(c4ccccc4)CC3)cc2c1	0	99	100	96	1	2	100	100
19	Nc1cc(=O)[nH]c(SCC(=O)Nc2ccccc2Sc2ccc(Cl)cc2)n1	0	101	105	107	6	7	101	109

Going on with the list:
#	molecule	AHR activator	RPL19A TOR yeast	AGP1-GFP MLPCN	MEP2 TOR yeast	proCasp7 act	proCasp3 act	LAP4-GFP MLPCN	CIT2-GFP yeast
21	Cc1ccc2[nH]c(=O)cc(C(=O)OCC(=O)c3ccccc3)c2c1	4	98	89	97	10	0	84	96
22	CSc1nc(C)c(C(=O)Nc2ccccc2)c(C)c1C#N	-2	101	102	104	5	2	104	95
23	CC/S(C)=N/S(=O)(=O)c1ccc(C)cc1 (configuration not stated)	1	104	95	93	-3	-7	93	98
24	CCN(CC)S(=O)(=O)c1ccc(NC2c3ccccc3C(=O)N2c2ccc(C)cn2)cc1 (configuration not stated)	1	107	97	103	4	-5	114	98
25	C/C(=N\NC(=O)Cc1ccccc1)c1ccc(Br)s1	20	102	99	108	18	9	101	103
26	O=C(c1ccccc1)c1c[nH]c(C(=O)NCCCN2CCOCC2)c1	0	111	110	114	0	2	101	110
27	CC(C)(C)SCCNC(=O)CN(c1ccc(F)cc1)S(C)(=O)=O	1	106	105	105	-9	-2	113	104
28	Cc1ccc(N(CC(O)CN2CCCCC2)S(=O)(=O)c2ccccc2[N+](=O)[O-])cc1 (configuration not stated)	-1	104	98	99	5	2	99	100
29	CN(C(=O)C12CC3CC(CC(C3)C1)C2)C1CCS(=O)(=O)C1 (configuration not stated)	-1	110	105	108	0	0	112	102
30	COCC(=O)N(CCc1ccccc1)Cc1cc2cc(C)ccc2nc1Cl	4	99	95	109	-2	7	96	107
31	O=C1C(c2ccccc2)NC(=S)N1C1CCCCC1 (configuration not stated)	-2	101	100	106	-3	2	94	100
32	CCOc1cc(-c2nc(-c3ccccc3OC)no2)cc(OCC)c1OCC	17	100	.	101	-1	11	98	97
33	CCOc1cc(C(=O)OCC(=O)Nc2ccc(Cl)cn2)ccc1OCC(=O)N1CCOCC1	6	97	93	93	2	-7	87	95
34	Cc1cc(C)c2c(c1)OC(O)(C(F)F)CC2=O (configuration not stated)	0	99	104	102	10	2	98	98
35	CC(C)CCOc1ccc(C(CC(N)=O)C(=O)O)cc1 (configuration not stated)	2	93	93	97	4	-2	116	92
36	N#Cc1ccccc1NC(=O)COC(=O)CN1C(=O)C2CCCCC2C1=O (configuration not stated)	3	99	102	93	5	6	93	110
37	CCOCCCn1c(=N)c(C(=O)NCc2ccc3c(c2)OCO3)cc2c(=O)n3cccc(C)c3nc21	0	99	108	104	-4	-3	102	107
38	CN(C)CCNC(=O)CCn1nc(-c2ccc(Cl)cc2)ccc1=O	2	101	96	110	1	0	97	103
39	CCOC(=O)CSc1cc(C)nc2ccc(OC)cc12	0	96	97	101	5	-9	104	104
40	CN(CC(=O)Nc1ccc(F)c(F)c1F)C(=O)C1CCCC1	12	98	101	104	12	-3	115	101

Only RPL19A TOR yeast and proCasp7 act (2 entries from above):
cpd	molecule	RPL19A TOR yeast	proCasp7 act
39	CCOC(=O)CSc1cc(C)nc2ccc(OC)cc12	96	5
40	CN(CC(=O)Nc1ccc(F)c(F)c1F)C(=O)C1CCCC1	98	12

Compound profiles, from the list above:
CN(CC(=O)Nc1ccc(F)c(F)c1F)C(=O)C1CCCC1 is entered as AHR activator = 12; RPL19A TOR yeast = 98; AGP1-GFP MLPCN = 101; MEP2 TOR yeast = 104; proCasp7 act = 12; proCasp3 act = -3; LAP4-GFP MLPCN = 115; CIT2-GFP yeast = 101
O=C(CCn1c(=O)oc2ccccc21)Nc1ccc(N2CCOCC2)cc1 is entered as AHR activator = 5; RPL19A TOR yeast = 104; AGP1-GFP MLPCN = 102; MEP2 TOR yeast = 100; proCasp7 act = 7; proCasp3 act = -7; LAP4-GFP MLPCN = 92; CIT2-GFP yeast = 94
O=c1cnnc(Nc2ccc(Nc3ccccc3)cc2)[nH]1 is entered as AHR activator = 1; RPL19A TOR yeast = 86; AGP1-GFP MLPCN = 82; MEP2 TOR yeast = 95; proCasp7 act = 1; proCasp3 act = 1; LAP4-GFP MLPCN = 88; CIT2-GFP yeast = .

Carrying on:
#	molecule	AHR activator	RPL19A TOR yeast	AGP1-GFP MLPCN	MEP2 TOR yeast	proCasp7 act	proCasp3 act	LAP4-GFP MLPCN	CIT2-GFP yeast
41	NS(=O)(=O)c1ccc(NC(=O)COC(=O)Cn2cnc3ccccc3c2=O)cc1	0	102	104	110	0	1	99	123
42	CCn1c(SC(C)C(=O)Nc2nccs2)nnc1-c1ccncc1 (configuration not stated)	1	99	99	102	8	5	103	105
43	Cc1ccc(NS(=O)(=O)c2cccc(C(=O)NCCCN3CCOCC3)c2)cc1	13	103	105	104	10	9	112	102
44	CN(C)C(CNC(=O)c1cccc(S(=O)(=O)Nc2ccccc2Cl)c1)c1ccco1 (configuration not stated)	3	105	105	107	-12	13	109	102
45	C#CCN(CC=C)C(=O)c1ccc2nc(C3CCCCC3)oc2c1	40	104	105	109	-8	10	98	104
46	COc1ccccc1/C=N/n1cnnc1	6	95	94	111	13	-4	.	88
47	O=c1oc2ccc(Cl)cc2nc1/C=C(\O)c1cccs1	13	99	117	103	-25	-20	104	99
48	O=C(NC(=O)c1ccccc1)OCC(F)(F)F	3	97	93	82	0	8	93	84
49	CCOC(=O)c1cc(-c2ccc(C)cc2)n(CCC(=O)NC(C)CC)c1C (configuration not stated)	15	95	95	101	-2	7	102	90
50	O=C(NNc1ccc(F)cc1)c1c(F)cccc1Cl	1	100	101	102	3	-4	107	101
51	CCNc1nc(NC(C)CC)nc(Oc2ccc(OCC)nn2)n1 (configuration not stated)	12	107	100	113	6	0	96	108
52	CCO[C@@H]1OC(C(N)=O)=C[C@H](C2CC2)[C@H]1CCCO	1	97	86	90	-12	1	97	91
53	COc1ccccc1OCC(=O)NC1CCCc2ccccc21 (configuration not stated)	16	101	93	99	5	0	92	87
54	CC(=O)CC(c1ccccc1)S(=O)(=O)c1ccc(C)cc1 (configuration not stated)	-1	102	100	100	-5	-7	95	105
55	CCOc1ncccc1C(=O)OCC(=O)Nc1cc(S(=O)(=O)N2CCOCC2)ccc1Cl	2	102	90	94	-14	5	86	107
56	CN(Cc1cccnc1)Cc1cn[nH]c1-c1ccc(-c2ccccc2)cc1	23	98	98	100	3	-2	98	100
